High-throughput results (PubChem)
Diaphorase inh – diaphorase inhibitors and chemical oxidizers, primary screen, counter-screen for diaphorase-coupled primary assays, biochemical, uHTS, resorufin fluorescence; inhibition, % at 20 µM; AID 1217, 2008; 190,000 compounds, 0.69% hits; diaphorase resazurin-to-resorufin fluorescence, NADH, 16 min; bacterial (C. kluyveri) enzyme, not human;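 active = primary screen inhibition at 20 µM above a set limit, cut at about 50% in these data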;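 also: plate controls were DMSO with full reaction for no effect and wells lacking NADH for full effect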
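System: Diaphorase enzyme from Clostridium kluyveri | Amount: Enzyme working solution with 0.14 U/mL diaphorase | Benchmarks: No-NADH positive control and DMSO neutral control | Signal: Fluorescence of resorufin formed from resazurin, Ex 544/Em 590 nm | Schedule: 16-min room-temperature incubation before reading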
Diaph act CS – compounds boosting diaphorase resazurin reduction – biochemical, uHTS, resorufin fluorescence, counter-screen for diaphorase-coupled primary assays, primary screen. Diaphorase/resazurin coupled assay, 16 min; active compounds read high; 1 = vehicle wells, 0 = NADH-free wells. activation factor at 20 µM. 190,000 compounds, 0.005% hits. AID 1229, 2008;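 active = diaphorase activity raised at least twofold by the compound at 20 µM; inactive = activation factor below 2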
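Material: bacterial diaphorase enzyme (C. kluyveri); amount: enzyme 0.07 U/mL final; reagent: NADH substrate 0.114 mM plus resazurin dye 0.1 mM, final; doses: single compound dose of 20 µM, 1% DMSO final; timing: 16 min enzyme reaction, ambient temperature; measured by: fluorescence of resorufin, 544 nm excitation, 590 nm emission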
STAT1 act – STAT1 signaling activators, primary screen, cell-based, HTS, luciferase reporter | NIH 3T3 STAT1-luciferase reporter, IFN-gamma, luminescence; 100% = IFN-gamma alone, no compound | activation (% of control), % at 5.5 µM | 200,000 compounds, 2.6% hits | AID 932, 2007;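 active = activation above the screen-wide mean activation plus 3 SD, cut at about 130% in these data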;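 also: raw ratio to IFN-gamma control signal so 100% means no change and 0% no light; values of inactives mirror those of a sister screen read the other way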
STAT1 inh – STAT1 signaling inhibitors, primary screen, cell-based, HTS, luciferase reporter | AID 920, 2007 | 200,000 compounds, 0.35% hits | NIH 3T3 STAT1-luciferase reporter, IFN-gamma, luminescence | inhibition, % at 5.5 µM;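 active = inhibition above a set limit, the mean inhibition across all tested compounds plus 3 SD, cut at about 34% in these data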;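 also: 0% = IFN-gamma with DMSO and 100% = IFN-gamma with 300 µM nifuroxazide; values of inactives mirror those of a sister screen read the other way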
Hsp70 act – Hsp70 transcriptional activators, primary screen, cell-based, HeLa, Hsp70 promoter luciferase, luminescence, 10 µM; 200,000 compounds, 0.04% hits; activation, % at 10 µM; AID 1203, 2008; HeLa Hsp70 promoter luciferase reporter; scaled: vehicle 0, proteasome-inhibitor control 100%;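 active = activation above the mean across all tested compounds plus 3 SD, cutoff set per campaign, cut at about 5.5% in these data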;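 also: 100% = MG132 at 30 µM as the positive control and 0% = DMSO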
TLR4 MyD88 comp – inhibitors of TLR4-MyD88 association in cells, primary screen, cell-based, HeLa CL3-4, BLA complementation, FRET ratio; AID 861, 2007; inhibition, % at 8.4 µM; HeLa CL3-4 TLR4/MyD88 BLA complementation; 200,000 compounds, 0.18% hits; in the data active = inhibition above about 25%;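 also: 0% = vehicle and 100% = reference inhibitor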
Target sequence (O00206 whole entry, looked up): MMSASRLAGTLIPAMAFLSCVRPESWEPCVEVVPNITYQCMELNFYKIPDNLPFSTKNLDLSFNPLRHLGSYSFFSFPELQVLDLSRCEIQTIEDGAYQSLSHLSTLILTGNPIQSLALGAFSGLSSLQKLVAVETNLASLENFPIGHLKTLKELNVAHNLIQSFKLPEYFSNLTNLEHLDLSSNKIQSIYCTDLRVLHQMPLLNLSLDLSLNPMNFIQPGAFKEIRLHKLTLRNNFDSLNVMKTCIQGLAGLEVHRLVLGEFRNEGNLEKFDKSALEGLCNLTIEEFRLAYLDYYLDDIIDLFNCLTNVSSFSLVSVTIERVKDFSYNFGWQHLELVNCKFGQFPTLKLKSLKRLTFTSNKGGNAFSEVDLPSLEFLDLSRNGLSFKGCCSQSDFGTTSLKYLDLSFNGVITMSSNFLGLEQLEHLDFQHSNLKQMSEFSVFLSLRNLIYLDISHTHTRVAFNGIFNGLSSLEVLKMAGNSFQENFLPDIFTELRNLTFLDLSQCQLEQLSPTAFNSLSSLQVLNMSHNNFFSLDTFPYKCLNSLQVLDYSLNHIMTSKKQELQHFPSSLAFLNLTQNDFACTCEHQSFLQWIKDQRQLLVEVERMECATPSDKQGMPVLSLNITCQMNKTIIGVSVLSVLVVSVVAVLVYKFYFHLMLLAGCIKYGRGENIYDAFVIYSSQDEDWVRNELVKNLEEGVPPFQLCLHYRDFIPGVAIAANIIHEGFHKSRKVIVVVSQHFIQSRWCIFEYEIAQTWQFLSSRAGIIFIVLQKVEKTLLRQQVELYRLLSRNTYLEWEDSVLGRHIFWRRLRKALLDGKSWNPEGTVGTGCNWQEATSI
Target sequence (Q99836 whole entry, looked up): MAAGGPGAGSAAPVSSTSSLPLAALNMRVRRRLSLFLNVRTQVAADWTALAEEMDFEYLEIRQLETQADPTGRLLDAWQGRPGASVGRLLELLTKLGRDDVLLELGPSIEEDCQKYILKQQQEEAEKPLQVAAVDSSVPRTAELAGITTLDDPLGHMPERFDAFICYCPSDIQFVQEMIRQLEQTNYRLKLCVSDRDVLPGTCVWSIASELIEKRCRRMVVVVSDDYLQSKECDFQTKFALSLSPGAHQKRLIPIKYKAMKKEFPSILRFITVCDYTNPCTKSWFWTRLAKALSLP
STAT3 blocker – IL-6 driven STAT3 reporter inhibitors, primary screen, U3A cells, luciferase, luminescence, MLSCN library; IL-6 STAT3-luciferase reporter; host cell line lacks STAT1; inhibition, % at 5.5 µM; 190,000 compounds, 0.89% hits; AID 862, 2007;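 active = inhibition above the mean inhibition across all screened compounds plus 3 SD, cut at about 44% in these data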;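 also: 0% = DMSO only wells and 100% = 100 µM nifuroxazide control wells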
STAT3 act – IL-6 driven STAT3 reporter potentiators, primary screen, U3A cells, luciferase, luminescence, MLSCN library. AID 871, 2007. activation (% of control), % at 5.6 µM. IL-6 STAT3-luciferase reporter; 100% = signal with IL-6 EC80 alone. 190,000 compounds, 0.91% hits;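 active = activation above the screen-wide mean of compound activation plus 3 SD, cut at about 130% in these data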;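 also: 0% = background luminescence of wells with medium and substrate only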
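Material: STAT3-luciferase reporter U3A cells. Controls: IL-6-treated wells, 100% activation. Read-out: % activation versus median of IL-6-stimulated wells. Probe or stimulus: IL-6 stimulus at 33 ng/mL final. Timing: compound 1 h, then IL-6 6 h at 37 °C. Signal: reporter luminescence signal.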
APP transl inh – inhibitors of APP translation via 5'UTR reporter, primary screen, APP 5'UTR luciferase, SH-SY5Y cells; inhibition, % at 2 µM; AID 1285, 2008; SH-SY5Y APP 5'UTR-luciferase reporter, luminescence; 190,000 compounds, 0.82% hits;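 active = inhibition above a set limit, derived from the sample mean plus 3 SD, cut at about 45% in these data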; also: values of inactives mirror those of a sister screen read the other way
G6PDH counter – L. mesenteroides G6PDH inhibitors, counter-screen for G6PDH-coupled screening assays, biochemical, Leuconostoc mesenteroides enzyme. glucose-6-phosphate dehydrogenase [Leuconostoc mesenteroides]. Purified L. mesenteroides G6PDH, diaphorase/resazurin coupled fluorescence, 45 min. inhibition, % at 5 µM. 200,000 compounds, 0.12% hits. AID 1020, 2008; in the data active = inhibition above about 50%
Active calls of the source: *; · = no result given.

SMILES	Diaphorase inh	Diaph act CS	STAT1 act	STAT1 inh	Hsp70 act	TLR4 MyD88 comp	STAT3 blocker	STAT3 act	APP transl inh	G6PDH counter
O=C(CN1CCN(c2ccc(F)cc2)CC1)NCc1cccs1	11	0.9	105	-7	0.0	3	11	99	-8	6
O=C(c1ccco1)N1CCN(C(=O)c2ccc(COc3ccc(Cl)cc3Cl)o2)CC1	·	·	112	-13	-0.4	-4	-1	103	21	·
COC(=O)c1ccc(CSc2ncnc3c2sc2nc(N4CCOCC4)c4c(c23)CCCC4)o1	·	·	100	0	-0.3	4	19	88	-7	·
O=C(NC1CCS(=O)(=O)C1)C12CC3CC(CC(C3)C1)C2 (centres undefined)	9	0.9	111	-12	0.1	6	0	103	-6	-15
CC(C)(C)C(=O)NC(C(N)=O)=C(Cl)Cl	10	0.9	103	-2	-0.2	17	0	103	-10	9
Cc1ccccc1C(=O)NC=C1C(=O)OC(C)(C)OC1=O	16	0.8	98	1	-0.1	15	5	102	13	1
CC(NC(=O)C(=O)NCC1CCCO1)c1ccccc1 (centres undefined)	2	1	86	15	0.2	-5	6	97	-37	-2
CCNC(=O)COC(=O)c1cc(C)n(-c2ccccc2)c1C	11	0.9	105	-5	-0.3	-4	9	97	-26	-2
COC(=O)c1ccccc1NC(=O)Cn1cnc2c(cnn2-c2ccc(C)c(C)c2)c1=O	·	·	107	-7	0.1	14	3	101	3	·
CNC(=O)C(Sc1nc(C)nc2c1oc1ccccc12)C(C)=O (centres undefined)	-3	1	102	-2	-0.1	1	6	100	10	9
COc1cccc(-c2nc(CS(=O)CC(=O)NCc3ccccc3Cl)c(C)o2)c1 (centres undefined)	6	0.9	96	5	-0.3	0	13	96	-15	-3
COC(=O)C1=C(C)N(c2cc(Cl)cc(Cl)c2)C(=O)C1	7	0.9	95	5	-0.5	8	5	102	-9	11
O=C(NN1CCOCC1)c1ccc(Cl)s1	4	1	98	0	-0.5	1	4	99	-13	5
Cc1nc(N2CCN(C(=O)CCC(=O)O)CC2)c2c(C)c(C)sc2n1	7	0.9	99	2	-0.2	14	12	96	23	1
CCC(NC(=S)NCc1ccccc1)C(=O)O (centres undefined)	0	1	109	-10	-0.3	-4	7	100	-5	12
COCCN1CCN(Cc2nc(Cc3ccc(OC)c(OC)c3)no2)CC1	25	0.8	96	3	-0.2	-14	6	100	-7	10
CCCn1c(SCC(=O)N2CCc3ccccc32)nnc1-c1ccncc1	6	0.9	100	1	-0.3	9	-10	115	-6	-1
O=C(NCc1cccnc1)C(=O)N/N=C/c1ccccc1[N+](=O)[O-]	0	1	104	-6	0.1	3	-1	104	-22	4
O=C(CSc1nc2ccccc2s1)Nc1nccs1	-1	1	100	0	0.1	-3	18	88	-4	9
Cc1ccc(O)c(C(=O)c2coc(=N)c(C(=O)NC(C)C)c2)c1	0	1	105	-6	-0.4	-15	8	94	4	-7
COc1ccc(-c2[nH]ncc2CN(C)Cc2c(C)n[nH]c2C)c(OC)c1	2	1	99	-1	0.1	-14	4	100	-13	10
CCOc1cc(C(C#N)N2CCCCC2)ccc1OC (centres undefined)	8	0.9	96	4	-0.1	-1	2	101	-6	18
O=C(Nc1ccc(N2CCCC2)c(Cl)c1)c1ccco1	10	0.9	143*	-47	-0.1	7	35	75	-211	1
Cc1nnc(N(C(=O)c2cnccn2)c2ccccc2)s1	17	0.8	98	2	-0.1	19	3	102	-8	8
Cc1cc(C(F)F)nn1CC(=O)Nc1cc([N+](=O)[O-])ccc1F	10	0.9	99	0	-0.3	-8	9	94	-1	-4
COc1cc(OC)cc(C(=O)N2CCN(Cc3ccccc3C(F)(F)F)CC2)c1	22	0.8	102	-3	-0.1	6	5	99	-8	13
Cc1ccc(N=Nc2c(=O)[nH]n3c(=O)cc(C)[nH]c23)cc1	11	0.9	99	1	0.1	2	-3	103	-1	16
O=C(Nc1ccc(Cl)cn1)C1C(c2ccccc2)C1(Cl)Cl (centres undefined)	9	0.9	94	6	-0.3	16	2	102	-1	3
Cc1cc(Br)ccc1SCC(=O)OCC(=O)NC(C)c1ccccc1 (centres undefined)	20	0.8	99	1	0.0	9	28	78	5	5
Cc1ccc(NC(=O)COC(=O)c2cccnc2)c(C)c1	-7	1.1	97	4	-0.1	-3	2	100	-10	14
CC(C)NC(=O)CSc1nc2[nH]ncc2c(=O)[nH]1	7	0.9	94	7	-0.2	-7	9	100	-19	2
Cc1cc(C(=O)Nn2cnc3ccccc3c2=O)ccc1[N+](=O)[O-]	-12	1.1	103	-5	-0.1	-4	8	98	-12	-6
COc1ccc(/C=N/Nc2cc(=O)n(C)c(=O)n2C)cc1OC	6	0.9	104	-5	-0.2	-13	7	99	-4	-6
Cc1ccc[n+](C2C(c3ccc([N+](=O)[O-])cc3)C(C#N)=C([S-])NC2(O)C2CC2)c1 (centres undefined)	2	1	90	10	-0.1	-9	5	100	-16	1
COc1cc(-c2c(C#N)c(N)nc3c2c(C)nn3-c2ccc(C)c(C)c2)cc(OC)c1OC	9	0.9	94	6	-0.3	11	-34	135*	9	2
Cc1ccc2c(c1)nc(NCCO)n2C	1	1	106	-7	0.2	4	2	99	-9	4
OC1C=CSc2nc3ccccc3n21 (centres undefined)	2	1	91	10	0.1	-1	6	96	2	-2
C=C(C)CN(CC)C(=O)CCc1nnc(CCCc2ccccc2)o1	1	1	154*	-61	0.2	0	-11	114	-85	1
CCOC(=O)N1CCN(/C=C(\C#N)c2nc3ccccc3s2)CC1	13	0.9	103	-3	0.1	12	5	99	-15	0
COC(=O)c1ccc(CSc2nc(-c3ccc(OC)cc3)nc3c2c(=O)n(C)c(=O)n3C)o1	·	·	100	0	-0.3	5	5	99	3	·
Cc1nc2ccccc2n1CCOc1ccc([N+](=O)[O-])cc1	4	1	95	4	-0.3	1	2	102	-15	5
O=C(Nc1ccc(F)cc1)c1cc(-c2ccccc2)no1	-13	1.1	97	1	0.6	-4	13	92	3	11
Cn1c(SCC(=O)OC2CCCCC2)nnc1-c1ccc(S(=O)(=O)N2CCCC2)cc1	14	0.9	100	2	-0.4	-3	13	93	-6	18
CC(=O)N1CCN(CC(=O)Nc2ccccc2Sc2ccccc2)CC1	16	0.8	85	17	-0.4	-9	6	96	16	3
Cc1ccc(-n2ncc3c(=O)n(CC(=O)N4CCN(c5ccccc5F)CC4)cnc32)cc1C	-1	1	101	-4	-0.2	19	-8	110	3	6
O=c1[nH]c2cnccc2n1-c1ccccc1	20	0.8	104	-4	0.1	6	-10	114	-5	9
CNC(=O)c1sccc1SCc1ccc(Cl)cc1Cl	5	0.9	95	6	-0.3	5	31	78	0	2
CCOC(=O)N1CCN(C(=O)Cn2ncc3ccccc32)CC1	9	0.9	97	1	-0.3	2	-4	102	18	-6
COc1ccc(-c2cc(C(F)(F)F)nc(N3CCN(C)CC3)n2)cc1OC	-3	1	101	-1	0.2	14	-1	101	-13	9
Cc1ccc(-c2nc(-c3cccnc3)sc2CC(=O)Nc2ccc3nc(C)sc3c2)cc1	14	0.9	82	20	0.4	-9	2	98	-16	6
Other records
SMILES	Diaphorase inh	Diaph act CS	STAT1 act	STAT1 inh	Hsp70 act	TLR4 MyD88 comp	STAT3 blocker	STAT3 act	APP transl inh	G6PDH counter
Cc1ccc(NC(=O)CCC(=O)OCC(=O)c2ccc(Oc3ccc([N+](=O)[O-])cc3)cc2)c(C)c1	26	0.7	94	6	-0.2	12	22	91	-10	0
NS(=O)(=O)c1ccc(CCNC2CC(=O)N(CCc3ccccc3)C2=O)cc1 (centres undefined)	18	0.8	96	4	-0.1	5	-1	102	-7	-1
COc1ccc(C(=O)CSc2nnc(-c3ccoc3C)n2CC2CCCO2)cc1 (centres undefined)	22	0.8	102	-2	-0.2	-5	6	103	-18	-2
COc1cc(NS(=O)(=O)c2ccc(N/C=C(\C#N)c3nc4ccccc4o3)cc2)nc(OC)n1	8	0.9	96	0	-0.3	10	2	107	14	1
CCc1nnc(NC(=O)C2CCC2)s1	20	0.8	100	0	-0.2	-5	9	97	2	8
CCCNC(=O)c1ccc(CN2CCOCC2)cc1	8	0.9	102	-2	-0.3	-8	6	103	2	12
CCOC(=O)c1c(NC(=O)C2C3C=CC(C3)C2C(=O)O)sc2c1CCC(CC)C2 (centres undefined)	16	0.8	98	3	-0.4	-3	2	99	-17	2
C/C(=N\NC(=O)c1cccc(F)c1)c1cccc(NC(=O)c2ccc(F)cc2)c1	4	1	107	-10	-0.4	4	13	91	2	15
COc1cc(-c2cn(S(=O)(=O)c3cccc4nsnc34)nc2N)cc(OC)c1OC	31	0.7	102	-2	0.3	5	0	107	16	1
O=[N+]([O-])c1cccc2cn[nH]c12	20	0.8	96	5	-0.2	6	-22	121	21	24

Ordered by value in STAT3 act (low to high): 3 of the compounds above.
mol	STAT1 act	STAT1 inh	Hsp70 act	TLR4 MyD88 comp	STAT3 act	APP transl inh
CCc1nnc(NC(=O)C2CCC2)s1	100	0	-0.2	-5	97	2
NS(=O)(=O)c1ccc(CCNC2CC(=O)N(CCc3ccccc3)C2=O)cc1 (centres undefined)	96	4	-0.1	5	102	-7
COc1cc(NS(=O)(=O)c2ccc(N/C=C(\C#N)c3nc4ccccc4o3)cc2)nc(OC)n1	96	0	-0.3	10	107	14

Further results follow:
SMILES	Diaphorase inh	Diaph act CS	STAT1 act	STAT1 inh	Hsp70 act	TLR4 MyD88 comp	STAT3 blocker	STAT3 act	APP transl inh	G6PDH counter
CC(C)Cn1cc(C(=O)NCC2CCCO2)c2c3ccccc3n(C)c2c1=O (centres undefined)	27	0.7	103	-4	-0.1	-5	1	102	14	3
Clc1cccc(Cl)c1Cn1c(-c2cccnc2Cl)nc2ccccc21	6	0.9	98	3	0.0	8	21	88	-12	6
Cn1cccc1CC(=O)NNC(=O)Nc1cccc(Cl)c1	14	0.9	104	-4	-0.2	3	2	101	-2	-6
CCOc1ccc(NC(=O)C(NC(=O)C2CCC(C)CC2)C(C)C)cc1 (centres undefined)	3	1	98	2	0.0	9	9	102	-4	2
O=C(Nc1ccc(F)cc1)N1CCN2C(=O)c3ccccc3C12c1ccccc1 (centres undefined)	28	0.7	101	-1	-0.3	1	-4	104	14	-2
